Assay outcomes (PubChem BioAssay)
FUS yeast rescue = FUS proteinopathy suppression in yeast; S. cerevisiae FUS-expressing, growth rescue, OD600, 24 h; Potency, µM (titrated, usually from 76.6 µM), for the others: top-dose growth rescue (activation), usual class: activators; 390,000 tested, 0.24% active;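 further: potency means the concentration at half of the fitted maximal effect; plate controls were DMSO vehicle for no effect and reference control for full effect; nearly all actives have a fitted effect of over 55% in size; some results filed as inactive show a strong effect at the top dose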
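Quantitative HTS measuring growth restoration of FUS-toxic yeast. Galactose-induced cells (OD 0.005) were exposed 24hr at 30C to compounds at several concentrations, then absorbance at 600 nm was recorded.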
EPAC1 ag = agonists of human EPAC1. O95398. AID 720707. EPAC1 agonist qHTS, biochemical assay; response scale: 100% = response to 6.5 mM cAMP. Potency, µM (titrated, usually from 154 µM), for the others: at the highest dose activation, usual class: activators. 360,000 tested, 0.073% active; further: potency means the concentration at half of the fitted maximal effect; nearly all actives have a fitted effect of over 60% in size
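Normalized to 6.5 mM cAMP, activity reflects EPAC1-catalysed release of BODIPY-GDP from Rap1B, followed kinetically over 30 min at 480 nm excitation, 540 nm emission. Reaction contained 100 nM EPAC1, 250 nM Rap1B-BODIPY-GDP, 50 uM GDP.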
IL2 activator = activates IL-2 in a cell-based reporter assay. IL-2 activation reporter assay, cell-based qHTS; stimulated with anti-CD3/CD4/CD28 beads; in transgenic mouse T cells. activation, % (series mostly up to about 46 µM). 360,000 tested, 0.065% active; in the data active means activation above about 50%; inconclusive means mostly about 30% to 49%; further: 0% is about no effect
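Unstimulated transgenic mouse T cells, 750 per well, received compound and, after 60 minutes, anti-CD3/anti-CD4 bead plus anti-CD28 stimulation. EGFP and DsRed were quantified after 18 hours.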
Abeta rescue = restores growth of yeast expressing A-beta42 peptide; yeast expressing A-beta42, growth rescue, OD600, 48 h; response scale: 0% DMSO, 100% iron-clioquinol control; Potency, µM (series often up to 46.1 µM), for inactives: at the top dose growth rescue, actives largely listed as activators; 410,000 tested, 0.063% active; further: potency means the concentration at half of the fitted maximal effect; nearly all actives have a fitted effect of over 55% in size
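Yeast growth medium received pinned compounds, then yeast cells expressing toxic A-beta were added; plates incubated at 30 C for 48 hr. Growth read as absorbance at 600 nm, normalized to DMSO and equimolar FeCl3 plus clioquinol controls.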
PI5P4K alpha inh = blocks human PI5P4K alpha kinase activity. P48426. PI5P4Kalpha enzyme, ADP-Glo luminescence, 60 min; hits give low values. 330,000 tested, 1.2% active. max response, %; active means max response of -50% or lower; inconclusive means between -30% and -50%; inactive means -30% or higher; further: value at the top dose of about 77 µM; on the % scale 0 is the no-effect control and ±100 the full control effect
Target sequence (P48426 whole entry, looked up): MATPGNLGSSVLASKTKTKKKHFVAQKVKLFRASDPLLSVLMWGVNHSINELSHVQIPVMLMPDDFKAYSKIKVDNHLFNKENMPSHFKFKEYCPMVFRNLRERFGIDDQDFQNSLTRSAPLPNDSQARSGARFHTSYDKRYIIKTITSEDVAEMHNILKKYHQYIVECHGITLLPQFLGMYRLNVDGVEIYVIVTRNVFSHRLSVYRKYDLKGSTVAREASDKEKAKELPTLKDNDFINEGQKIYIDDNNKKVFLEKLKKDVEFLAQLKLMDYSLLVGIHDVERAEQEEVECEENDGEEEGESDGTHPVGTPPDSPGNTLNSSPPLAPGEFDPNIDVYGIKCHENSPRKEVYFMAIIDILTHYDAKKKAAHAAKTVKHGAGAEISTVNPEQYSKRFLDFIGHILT
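qHTS, 1536-well: enzyme/substrate mix, compound by pin tool, 5 microM ATP final; RT 60 min; ADP-Glo reagents 1 (45 min) then 2 (30 min); luminescence.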
WRN helicase inh = blocks human WRN helicase. Q14191. WRN helicase unwinding, fluorescent forked duplex, kinetic. Potency, µM (doses to about 114 µM), for inactives: top-dose activity change, negative = inhibition, hits mostly inhibitors. 360,000 tested, 0.46% active. AID 651768; further: potency means the concentration at half of the fitted maximal effect; on the % scale 0 is the no-effect control and ±100 the full control effect; nearly all actives have a fitted effect of over 55% in size
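Primary qHTS, 1536-well format. 20 nM WRN + compound, 15 min RT; start with 100 nM forked fluorophore/quencher duplex, 2 mM ATP (final); kinetic read ex 525/em 598 nm.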
PLK1 PBD block = inhibitors of human PLK1 polo-box domain binding; P53350; Plk1 PBD binding of FITC phosphopeptide, fluorescence polarization; Potency, µM, for the others: max response, negative = inhibition, most hits filed as inhibitors; 360,000 tested, 2.8% active; further: potency means the concentration at half of the fitted maximal effect; series mostly up to about 57 µM; on the % scale 0 is the no-effect control and ±100 the full control effect; nearly all actives have a fitted effect of over 65% in size
Target sequence (P53350 whole entry, looked up, the tested form may be a part): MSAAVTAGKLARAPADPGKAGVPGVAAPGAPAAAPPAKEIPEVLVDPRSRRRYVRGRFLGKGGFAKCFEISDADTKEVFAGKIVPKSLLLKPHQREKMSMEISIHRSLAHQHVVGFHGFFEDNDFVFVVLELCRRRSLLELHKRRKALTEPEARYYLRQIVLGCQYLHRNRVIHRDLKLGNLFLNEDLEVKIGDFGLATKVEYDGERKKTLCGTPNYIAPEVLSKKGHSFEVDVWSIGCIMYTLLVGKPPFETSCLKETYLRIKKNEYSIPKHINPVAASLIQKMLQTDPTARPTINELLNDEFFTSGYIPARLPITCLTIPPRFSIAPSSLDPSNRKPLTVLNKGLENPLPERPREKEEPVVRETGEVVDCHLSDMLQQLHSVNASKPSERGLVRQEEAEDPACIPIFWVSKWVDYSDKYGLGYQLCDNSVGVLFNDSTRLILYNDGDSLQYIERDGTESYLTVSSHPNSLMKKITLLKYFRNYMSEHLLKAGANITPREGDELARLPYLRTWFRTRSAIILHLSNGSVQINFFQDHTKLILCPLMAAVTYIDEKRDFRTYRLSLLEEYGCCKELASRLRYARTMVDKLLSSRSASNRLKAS
EPAC1 antag = EPAC1 (human) antagonism; 360,000 tested, 0.14% active; EPAC1 GEF assay, Rap1b-BODIPY-GDP exchange fluorescence; O95398; Potency, µM (titrated, usually from 115 µM), for inactives: at the top dose activity change, negative = inhibition, most hits filed as inhibitors;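 further: potency means the concentration at half of the fitted maximal effect; plate controls were vehicle for no effect and positive control for full effect; nearly all actives have a fitted effect of over 50% in size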
An asterisk follows results filed as active; u = inconclusive; x = not tested or not shown; [ ] = another dose, or the depositor's remark. Unless noted, the call rests on the fitted dose curve; in most records, active means well fitted curve in the direction sought with a large enough effect; inconclusive means small, poorly fitted or top-dose-only effect, or another doubt; inactive means no such curve, though single readings can be large; an effect the other way counts as inactive or inconclusive.

smiles	IL2 activator	EPAC1 antag	EPAC1 ag	WRN helicase inh	PLK1 PBD block	FUS yeast rescue	PI5P4K alpha inh	Abeta rescue
Cc1ccccc1NC(=O)c1cc(C(=O)c2cc(Cl)ccc2O)cn(-c2ccccc2C)c1=O	1.1	-2%	-1%	-20%	0%	x	-3	16%
O=C(/C=C/[C@H]1O[C@@H](n2ccc(=O)[nH]c2=O)[C@H](O)[C@@H]1O)NCCc1c[nH]c2ccccc12	-0.6	u	6%	-3%	-8%	0%	1	1%
COc1cccc(CN2c3ccc(Br)cc3C(=O)CS2(=O)=O)c1	1.9	-3%	-9%	1%	-7%	u	-4	1%
COc1cc(/C=C2\CCC(C)C3=C(c4cc(OC)c(OC)c(OC)c4)C(C#N)=C(N)OC32)cc(OC)c1OC (stereo unspecified)	1.9	18%	-7%	-15%	11%	x	2	-4%
CCOC(=O)N1CCN(C(=O)CNC(=O)c2nn(-c3ccc(OC)cc3OC)c(=O)c3ccccc23)CC1	1.8	1%	-15%	2%[57.1 µM]	5%	-5%	0	-5%
CC(=O)Nc1cccc(NC(=O)COc2ccc3c(c2)CCC3)c1	0.2	6%	3%	-1%	-8%	12%	0	12%
COc1ccc(-c2nnc3n2-c2ccccc2SC3)cc1OC	0.5	16%	-2%	-9%	-12%	12%	-23	-17%
Cc1ccc2c(Cn3ccnc3)cc(=O)oc2c1C	0.9	12%	10%	-5%	u	-22%	1	-8%
CCOC(=O)c1ccc(S(=O)(=O)N2CC(=O)Nc3ccccc32)cc1	-4.4	-6%	13%	-18%	u	25%	2	12%
COc1ccc(-n2c(SCC(=O)Nc3nccs3)nc3c(c2=O)SC(C)C3)cc1 (stereo unspecified)	-1.8	u	-13%	-2%	1%	-5%	6	1%
CC1SC(C)C(=O)N(CC(=O)Nc2ccc3c(c2)OCO3)C1=O (stereo unspecified)	6.0	-6%	2%	-3%	-3%	2%	4	-7%
COc1ccccc1-n1c(SCc2cc(=O)oc3cc(O)ccc23)nc2ccccc2c1=O	-4.7	u	7%	u	-13%	x	u	8%
Cn1c(COc2ccccc2)nnc1SCc1nc2ccccc2[nH]1	2.0	15%	6%	-12%	4%	38%	x	-5%
O=C(c1ccc2c3n(nc2c1)-c1ccccc1CO3)N1CCOCC1	1.0	0%	-17%	10%	1%	-4%	u	-23%
CCN(C(=O)c1cc2c(=O)n3cccc(C)c3nc2s1)C1CCCCC1	-0.2	20%	5%	7%	-2%	3%	-1	-25%
CC1CCN(c2c(NCC3CCC(C(=O)N4CCCCC4)CC3)c(=O)c2=O)CC1 (stereo unspecified)	-0.5	-7%	-4%	7%	6%	4%	-1	9%
O=C1C(Cl)=C(N2CCCC2)C(=O)N1c1ccccc1F	0.2	7%	-2%	-2%	-9%	-8%	-1	8%
Cc1nn2c(NCCN3CCOCC3)c3c(nc2c1-c1ccccc1)CCCC3	-0.4	3%	-2%	-3%	-1%	2%	-1	-2%
O=C(c1ccc(Cl)cc1)C1CCN(Cc2ccccc2)CC1	1.3	4%	3%	-9%	7%	-4%	-4	-1%
CC(=NNS(=O)(=O)c1ccc(C)cc1)c1ccncc1	1.0	8%	9%	26%	-27%	-26%	0	13%
CC1(C)CC(=O)C(C=NCCN2CCN(CC(=O)Nc3ccccc3)CC2)=C(O)C1	-1.4	1%	12%	0%	1%	-18%	0	-12%
Cc1nnc(SCC(C)C)[nH]c1=O	-2.2	-13%	0%	2%	-8%	-17%	-6	12%
O=C(NC1CCCCCC1)C1CCN(S(=O)(=O)c2cnc[nH]2)CC1	-0.3	-5%	10%	-9%	1%	-40%	-1	-6%
COc1ccc(OCCCC(=O)Nc2cccc(S(=O)(=O)N3CCCCCC3)c2)cc1	-0.5	-15%	5%	-10%	13%	35%	10	-23%

Random excerpt: 2 records from the list.
smiles	IL2 activator	EPAC1 antag	EPAC1 ag	WRN helicase inh	PLK1 PBD block	FUS yeast rescue	PI5P4K alpha inh	Abeta rescue
COc1ccc(OCCCC(=O)Nc2cccc(S(=O)(=O)N3CCCCCC3)c2)cc1	-0.5	-15%	5%	-10%	13%	35%	10	-23%
CCN(C(=O)c1cc2c(=O)n3cccc(C)c3nc2s1)C1CCCCC1	-0.2	20%	5%	7%	-2%	3%	-1	-25%

(continued)
smiles	IL2 activator	EPAC1 antag	EPAC1 ag	WRN helicase inh	PLK1 PBD block	FUS yeast rescue	PI5P4K alpha inh	Abeta rescue
COc1ccc(OCCSc2nnc(C(C)NC(=O)c3ccccc3F)n2C)cc1 (stereo unspecified)	-2.5	4%	-4%	0%	-5%	17%	-4	-18%
OC[C@H]1O[C@@H](O[C@@H]2[C@@H](CO)O[C@@](O)(CO)[C@H]2O)[C@H](O)[C@@H](O)[C@H]1O	0.1	2%	-4%	0%	2%	-29%	8	-3%
Cc1onc(-c2c(Cl)cccc2Cl)c1C(=O)NCCc1ccc(S(N)(=O)=O)cc1	0.3	-11%	4%	5%	-5%	7%	-5	11%
C/C=C/c1ccc(OCCNCc2ccccc2)c(OC)c1	0.2	-8%	7%	2%	-23%	16%	-1	2%
O=C(N/C(=C\c1ccc([N+](=O)[O-])cc1)C(=O)N1CCOCC1)c1cccc(Br)c1	-0.9	14%	-1%	0%	-2%	17%	3	11%
COc1ccc(S(=O)(=O)N2CCN(C(=O)NC3CCCCC3)CC2)cc1OC	-2.9	-2%	11%	10%	-10%	8%	x	-22%
Cc1ccc(C(=O)NCC(=O)N/N=C/c2sccc2C)cc1[N+](=O)[O-]	-0.7	u	-2%	0%	-6%	-4%	6	-9%
Cc1ccccc1NC(=S)N(CCN(C)C)C(C)c1cccnc1 (stereo unspecified)	0.8	6%	-2%	8%	0%	-7%	-3	0%
CN(C)c1ccc(-c2nnn(Cc3ccccc3Br)n2)cc1	-3.0	-3%	23%	-12%	-14%	-1%	x	-11%
O=C(Cc1ccccc1)NCC(=O)N1CCCC1	1.1	-2%	3%	1%	3%	-7%	2	-5%
CC(C)(C)c1ccc(S(=O)(=O)N2CCN(CC(=O)N3CC(=O)Nc4ccccc43)CC2)cc1	1.0	-12%	6%	-1%	-13%	24%	-2	-3%
COc1ccc(CN(C)C(=O)CCCNC(=O)c2ccc(Cl)cc2)cc1	-1.0	u	-4%	15%	-19%	19%	17	-20%
CCCOP(=O)(c1ccc(N(C)C)cc1)C(O)c1cc(OC)c(OC)c(OC)c1 (stereo unspecified)	1.3	0%	0%	2%	-11%	17%	-1	14%
CC(C)(C)n1ncc2c(=O)n(Cc3cccc(Cn4cnc5c(cnn5C(C)(C)C)c4=O)c3F)cnc21	-0.5	-9%	-22%	x	x	u	x	-33%[inhibitor]
O=C1c2cccc3cccc(c23)C(=O)N1OS(=O)(=O)c1ccc(Cl)cc1	-3.4	7%	10%	20%	-10%	-6%	2	-11%
CCc1ccc(/C=N\NC(=O)c2ccc(Br)o2)s1	-2.3	-3%	-9%	-12%	-4%	x	5	0%
O=C(CSc1nc2cccnc2n1Cc1ccccc1)NC1CCCCC1	-2.9	5%	1%	4%[57.1 µM]	-3%	34%	-10	-19%
Cc1ccc(C(=O)N2CCN(c3ccccc3)CC2)cc1C	-1.7	4%	7%	-2%	-1%	-2%	x	-1%
COc1ccccc1N1C(=O)c2cccc3c(C(=O)O)ccc(c23)C1=O	3.1	-17%	6%	-17%	-8%	x	-4	-25%
CC(C(=O)Nc1ccc(N2CCOCC2)cc1)N1C(=O)c2ccccc2C1=O (stereo unspecified)	-1.2	-2%	-6%	-9%	2%	10%	x	-2%
CCN(CC)c1ccc(/C=N/NS(=O)(=O)c2ccc(C)c([N+](=O)[O-])c2)cc1	8.3	-8%	14%	4%	-20%	17%	3	14%
Cc1nc(-c2cccnc2)sc1C(=O)Nc1ccc(Cl)cc1	0.1	-1%	1%	-5%	-4%	x	1	-53%[inhibitor]
Cc1nc(NC2CCCC2)sc1C(=O)N(C)C	0.7	4%	8%	-30%	-17%	-8%	-6	-7%
CCCN1CCC(=O)NC1=S	-1.0	6%	-2%	10%	8%	6%	-1	-10%
CCN(CC)C(=O)CC(c1ccc(N(C)C)cc1)c1c(O)cc(OC)cc1OC (stereo unspecified)	-0.4	0%	-5%	3%	-2%	-13%	4	-10%
NC(=O)CSc1nc2ccccc2c(=O)n1Cc1ccccc1	-0.3	13%	-8%	-1%	5%	-6%	0	14%
O=C1CSC(c2ccc([N+](=O)[O-])cc2)N1C1CCCCC1 (stereo unspecified)	-0.3	7%	-4%	2%	-1%	5%	0	-8%
COc1ccc(C(=O)Nc2cc(=O)n(C)c(=O)n2C)cc1OC	-1.8	-4%	6%	0%	-7%	-21%	0	-4%
COc1ccc(S(=O)(=O)Nc2c(C(=O)O)[nH]c3ccc(OC)cc23)c(OC)c1	1.6	-23%	8%	-8%	15µM*	11%	-6	1%
O=C(NNC(=O)c1ccccc1C(=O)O)c1ccc(S(=O)(=O)N2CCCCC2)cc1	0.1	0%	-2%	0%	-7%	33%	2	-14%
CCc1ccc(C(C(=O)NC2CCCC2)N(C(=O)c2csnn2)C2CC2)cc1 (stereo unspecified)	-2.0	-4%	-9%	8%	-13%	18%	-3	5%
C=CCn1c(C(CCCC)CC(C)O)n[nH]c1=S (stereo unspecified)	-1.4	21%	-2%	-6%	2%	x	-6	3%
CCOC(=O)N1CCC(N(CCN(C)C)C(=S)Nc2ccccc2OCC)CC1	0.1	-24%	1%	-11%	-22%	-26%	-3	-1%
Cc1cc(C(=O)OCC(=O)Nc2ccccc2Br)c(C)o1	0.1	-8%	-9%	2%	-5%	8%	1	-14%
COC(=O)c1cn(-c2ccc(F)cc2)c(=O)c2ccccc12	0.1	-5%	11%	-3%	-6%	1%	0	-12%
Cc1cc(C)nc(SCC(=O)Nc2sc3c(c2C#N)CCC(C)C3)n1 (stereo unspecified)	-3.5	3%	14%	-3%	-7%	0%	-5	-9%
O=c1c2ccccc2nc(N2CCN(c3ccccc3)CC2)n1Cc1ccccc1	-4.2	-21%	-7%	-9%	-10%	u	0	0%
Cc1cc(NC(=O)CCC(=O)N(c2cccc(F)c2)C(C(=O)NC2CCCC2)c2ccncc2)no1 (stereo unspecified)	-3.6	-6%	11%	5%	-8%	9%	1	-6%
CCN(CC)S(=O)(=O)c1cc(NC(=O)c2cc([N+](=O)[O-])ccc2N2CCOCC2)ccc1C	-0.9	1%	16%	-12%	-8%	u	1	-9%
